# Bioassay records as filed in PubChem BioAssay.
# SENP8 block = inhibitors of human SENP8 protease; inhibition, % at 20 µM; 0.64% of 360,000 active; AID 602440; Q96LD8; recombinant SENP8, Nedd8 substrate fluorescence; in the data active = inhibition mostly above about 40%, no sharp cut-off; inactive = mostly below about 27%
# Target sequence (Q96LD8 whole entry, looked up): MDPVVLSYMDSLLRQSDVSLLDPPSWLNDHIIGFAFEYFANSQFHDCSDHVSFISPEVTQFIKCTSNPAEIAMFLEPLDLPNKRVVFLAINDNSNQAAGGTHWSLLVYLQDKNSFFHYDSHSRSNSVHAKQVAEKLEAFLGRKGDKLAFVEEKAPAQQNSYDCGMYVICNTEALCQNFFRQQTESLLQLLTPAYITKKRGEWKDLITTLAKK
# SENP6 inh = SENP6 protease inhibition; Q9GZR1; Recombinant SENP6 catalytic domain, aminoluciferin luminescence; inhibition, % at 10 µM; 1.8% of 330,000 active; AID 2599;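 active = inhibition above about 50% at the single tested dose, limit read from the data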;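 note: plate controls were DMSO wells with enzyme for no effect and DMSO wells lacking enzyme for full effect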
# SENP1 FRET inh = blocks the human SENP1 SUMO protease catalytic domain; Q9P0U3; recombinant SENP1 catalytic domain, CyPet-SUMO1-YPet FRET cleavage; inhibition, % at 10 µM; 0.21% of 360,000 active;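 active = inhibition at least 30% at 10 µM, raw YFP signal under a set limit, fluorescence ratio 0.5 to 1.5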;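 note: 0% = enzyme with DMSO and 100% = no enzyme wells; some results filed as inactive read as strong as hits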
# Target sequence (Q9P0U3 419-644 limits assumed): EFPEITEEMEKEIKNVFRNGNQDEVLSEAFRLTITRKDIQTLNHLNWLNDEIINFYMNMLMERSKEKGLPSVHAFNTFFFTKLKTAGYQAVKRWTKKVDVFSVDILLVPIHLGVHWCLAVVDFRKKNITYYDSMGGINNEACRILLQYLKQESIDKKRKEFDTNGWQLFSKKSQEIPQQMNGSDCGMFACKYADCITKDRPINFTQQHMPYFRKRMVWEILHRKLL
#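 Material: hSENP1 catalytic domain, recombinant; medium: Tris pH 8 with BME, BSA, NP40 and catalase; compound: single concentration of 10 µM compound, 0.5% DMSO final; technique: FRET read of cyan and yellow fluorescence; timing: 50 min enzyme reaction, room temperature, light-protected; reagent: SFCypet-SUMO1-SFYpet substrate at 25 nM; control set: no-enzyme low, enzyme-DMSO high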
# hIAP act = human IAP activation. purified human IAP, CDP-Star luminescence, 30 min; active compounds read high; 1 = vehicle-only enzyme, 0 = enzyme-free background. AID 2524. 0.16% of 330,000 active. activation factor at 10 µM;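 active = activation factor of the enzyme at least 2-fold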; note: the source names both 10 and 20 µM as test concentration; values of inactives mirror those of a sister screen read the other way
# PfGluPho inh = PfG6PD (Plasmodium falciparum) enzyme inhibition. PfGluPho enzyme, NADPH resazurin-diaphorase fluorescence. inhibition, % at 20 µM. 0.78% of 350,000 active;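 active = inhibition reaching at least a set limit at 20 µM in the primary screen, cut at about 59% in these data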;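 note: 0% = DMSO wells with substrate and 100% = DMSO wells lacking glucose-6-phosphate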
# GRIN3A LBD mod = modulators (binders) of human NR3A ligand-binding domain; NR3A LBD differential scanning fluorimetry, Tm shift; 0% = protein alone, 100% = glycine-bound protein; Tm shift relative to glycine control, % at 25 µM; 2.5% of 340,000 active; AID 1259313;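 active = melting temperature shift of at least 10% of the positive control shift, at one fixed dose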
# MPTP block = inhibitors of mitochondrial permeability transition pore; 1.4% of 360,000 active; inhibition, % at 10 µM; isolated mouse mitochondria, Ca2+ swelling absorbance, 30 min; AID 602449;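 active = inhibition of 50% or more, scaled per plate between neutral and stimulator controls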;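 note: 0% = DMSO wells given calcium and 100% = 1 mM EGTA wells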
# ATG4B inh = blocks human ATG4B protease cleavage of LC3 substrate; AID 504462; Q9Y4P1; ATG4B cleavage of LC3-PLA2, NBD-HPC fluorescence, 1 h; 0.51% of 340,000 active; inhibition, % at 8.33 µM; in the data active = inhibition above about 40%
# Target sequence (Q9Y4P1 whole entry, looked up): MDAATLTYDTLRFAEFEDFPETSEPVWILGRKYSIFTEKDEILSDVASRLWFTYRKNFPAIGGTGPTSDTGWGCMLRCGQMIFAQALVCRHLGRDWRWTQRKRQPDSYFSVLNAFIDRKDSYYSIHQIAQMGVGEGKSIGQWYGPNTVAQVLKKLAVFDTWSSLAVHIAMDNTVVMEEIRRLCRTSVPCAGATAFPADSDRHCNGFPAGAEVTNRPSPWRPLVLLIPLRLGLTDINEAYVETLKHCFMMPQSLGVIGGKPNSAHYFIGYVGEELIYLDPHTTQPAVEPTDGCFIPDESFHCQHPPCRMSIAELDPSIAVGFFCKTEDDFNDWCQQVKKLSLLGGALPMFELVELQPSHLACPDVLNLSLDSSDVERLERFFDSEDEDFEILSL
# An asterisk follows results filed as active; nt = not tested or not shown.
1) COc1cccc(CC(=O)OCC(=O)N(C)CC(=O)Nc2ccc(Cl)c(C(F)(F)F)c2)c1
2) COC(=O)c1c(N2C(=O)CC(Sc3ccccc3C(=O)O)C2=O)sc2c1CCCC2 (stereo not given)
3) Cc1c(-c2ccccc2)nc2ccccc2c1C(=O)OCC(=O)Nc1ncc(C(F)(F)F)cc1Cl
4) O=C(Oc1c(Cl)cc(Cl)c2ccccc12)N1CCCC1
5) CCOC(=O)c1cccc(NC(=O)C2CCCN(c3nnc(N4CCCC4=O)s3)C2)c1 (stereo not given)
6) Cc1ccc(CNC(=O)C2CCN(C(=O)Nc3ccc(C)cc3)CC2)cc1
7) CCOC(=O)C1CCN(C(=O)C2CC(=O)N(c3ccc(C)cc3)C2)CC1 (stereo not given)
8) CC(NC(=O)COC(=O)c1cn(-c2ccccc2)nc1-c1cccs1)c1ccccc1 (stereo not given)
assay / entry,1,2,3,4,5,6,7,8
SENP8 block,11.2,2.0,9.1,7.2,2.9,11.2,14.2,-36.8
SENP6 inh,-19.0,11.4,3.4,-6.7,12.7,-12.7,-7.4,9.1
SENP1 FRET inh,-0.8,-30.1,-2.3,-0.2,0.6,1.2,-0.7,-12.1
hIAP act,1.07,1.06,0.948,0.916,0.985,0.924,1.05,1.1
PfGluPho inh,6.6,-13.3,-3.5,6.4,19.6,-2.0,12.7,-4.6
GRIN3A LBD mod,0.7,-1.9,0.9,3.8,3.0,-2.5,1.9,-1.1
MPTP block,-0.1,0.0,7.2,5.3,-0.3,-0.8,-1.4,-0.1
ATG4B inh,-6.5,-0.2,-0.2,2.3,-23.2,-10.3,-8.1,-7.3

9) N=C(c1cccc([N+](=O)[O-])c1)N1CCCCCC1
10) O=C(NCc1cccnc1)c1cnc2n(c1=O)CCS2
11) CCOC(=O)CN1CC23C=CC(O2)C(C(=O)NCc2cccs2)C3C1=O (stereo not given)
12) COc1cc(C2CC(=O)Oc3cc4c(cc32)OCO4)cc(OC)c1OC (stereo not given)
13) CC(C)(C)c1ccc(OCC(=O)N2CCN(c3ncccn3)CC2)cc1
14) O=C(NC1CCN(S(=O)(=O)c2ccccc2C(F)(F)F)CC1)c1ccco1
15) N/C(=N\OC(=O)c1ccccc1)c1ccncc1
16) Cc1cc2c(c(=O)n1Cc1ccc3c(c1)OCO3)C(c1cccnc1)C(C#N)=C(N)O2 (stereo not given)
assay / entry,9,10,11,12,13,14,15,16
SENP8 block,5.5,1.9,10.4,14.4,-48.1,6.9,1.3,1.5
SENP6 inh,7.4,-18.5,17.4,nt,-4.8,-8.2,47.3,-11.5
SENP1 FRET inh,-0.5,2.2,4.0,-2.0,1.0,0.3,1.0,0.5
hIAP act,0.985,1.05,1.09,nt,1.19,1.09,1.02,1.03
PfGluPho inh,-3.1,-14.4,-0.9,12.7,3.5,-8.5,4.3,-0.6
GRIN3A LBD mod,-2.1,0.3,1.5,-2.4,-0.6,-2.2,0.8,-4.0
MPTP block,0.5,-1.7,-1.0,-0.2,0.1,-0.1,-0.6,6.8
ATG4B inh,-2.0,4.6,-5.9,-0.9,-3.0,-10.0,-3.2,-11.3

# Part of the list above, reduced to SENP6 inh and SENP1 FRET inh.
no.	canonical_smiles	SENP6 inh	SENP1 FRET inh
9	N=C(c1cccc([N+](=O)[O-])c1)N1CCCCCC1	7.4	-0.5
10	O=C(NCc1cccnc1)c1cnc2n(c1=O)CCS2	-18.5	2.2
11	CCOC(=O)CN1CC23C=CC(O2)C(C(=O)NCc2cccs2)C3C1=O (stereo not given)	17.4	4.0
12	COc1cc(C2CC(=O)Oc3cc4c(cc32)OCO4)cc(OC)c1OC (stereo not given)	nt	-2.0

# Following part:
17) CCOc1ccccc1OCCCC(=O)N(CC)CC(=O)Nc1ccc(NC(C)=O)cc1
18) CC(=O)Nc1ccc2c(c1)nc(C)n2-c1ccccc1
19) COC(=O)c1ccc(CSc2nc(N3CCOCC3)c3c(c2C#N)CC(C)(C)OC3)o1
20) O=C1c2ccccc2C(Nc2ccc(F)c(Cl)c2)N1c1ccccn1 (stereo not given)
21) N#CCCn1nc(-c2ccccc2)c2ccccc2c1=O
22) CC(=O)NCCOC(=O)c1nn(Cc2ccccc2)c(=O)c2ccccc12
23) Cc1ccc(S(=O)(=O)CC(=O)NC(C)(C)C)cc1
24) Cc1c(C(=O)NCc2ccccc2)c(-c2ccccc2)nn1-c1ccccc1
assay / entry,17,18,19,20,21,22,23,24
SENP8 block,1.0,-5.0,-47.5,0.0,18.3,3.1,2.2,9.0
SENP6 inh,-4.9,1.6,-23.4,3.4,2.0,-5.4,-2.2,8.5
SENP1 FRET inh,2.2,-6.3,-14.4,0.1,-1.4,-0.5,-1.0,1.6
hIAP act,0.916,1.16,0.872,1,1.22,1.02,1.09,0.918
PfGluPho inh,-3.1,-13.6,-0.6,7.2,1.0,-8.7,6.9,9.8
GRIN3A LBD mod,2.3,-1.6,1.4,-12.4,3.8,-1.2,0.1,1.4
MPTP block,3.7,1.7,0.3,1.8,1.5,-0.8,1.0,0.4
ATG4B inh,-0.6,-0.1,-19.8,16.1,-5.7,4.0,-7.0,0.9

25) COC(=O)c1ccccc1NC(=O)CSc1nc(N)cc(=O)[nH]1
26) CC1(C)Cc2cccc(OCC(N)=O)c2O1
27) CCN(CC)c1nc2n(c(=O)n1)CCO2
28) COC(=O)CCCCCCCCC(=O)Nc1nc2ccccc2s1
29) NC(=O)c1ccc(Cn2c(C(=O)c3ccc(Cl)cc3)c3ccccc3[n+]2[O-])cc1
30) CC12CCC(=O)C=C1CCC1C2CCC2(C)C(c3csc(N)n3)CCC12 (stereo not given)
31) CC(C)NC(=O)c1cccc(Cn2cc(Cl)cn2)c1
32) COC(=O)c1sc(N)c(C(=O)OC)c1COC(=O)CCNS(=O)(=O)c1ccc(C)cc1
assay / entry,25,26,27,28,29,30,31,32
SENP8 block,-15.9,20.9,11.8,10.7,21.0,13.9,-0.7,-30.7
SENP6 inh,1.1,-0.6,-11.0,6.8,-1.1,nt,8.0,-4.0
SENP1 FRET inh,-1.4,0.2,-2.0,-4.1,3.5,1.1,-0.4,-2.6
hIAP act,1.1,1.25,1.12,0.907,0.771,nt,0.936,0.935
PfGluPho inh,-9.0,-1.5,-21.3,-2.7,-26.8,7.4,-8.4,11.3
GRIN3A LBD mod,-3.4,-1.1,1.4,-3.9,0.6,-5.8,-1.9,-3.9
MPTP block,-0.6,0.1,21.3,0.4,1.3,87.4*,0.8,0.7
ATG4B inh,-0.3,-3.0,1.5,2.6,-5.2,-6.0,-1.5,-7.5

33) C=C(C)C1CC=C(C)/C(=N/NC(=S)Nc2ccccc2)C1 (stereo not given)
34) O=C(NCc1nnc(SCc2ccc(C(F)(F)F)cc2)n1-c1ccccc1)C12CC3CC(CC(C3)C1)C2
35) Clc1ncc(CN2CCN(Cc3ccccc3)CC2)s1
36) COc1ccccc1-n1c(SCC(=O)NC2CCS(=O)(=O)C2)nc2cc([N+](=O)[O-])ccc21 (stereo not given)
37) CC(C)[C@@H](C(=O)NCc1ccco1)N1C(=O)N2CCc3c([nH]c4ccccc34)[C@@]2(C)C1=O
38) Cc1cc(=O)oc2cc(NC(=O)CCCC(=O)O)ccc12
39) CC1=C(C(N)=O)S(=O)(=O)c2ccccc21
40) Cc1ccc(C2=NS(=O)(=O)N(C)C(C(=O)Nc3ccc4c(c3)OCO4)=C2)cc1
assay / entry,33,34,35,36,37,38,39,40
SENP8 block,16.5,19.5,20.9,20.3,-9.9,-367.9,8.7,15.1
SENP6 inh,7.2,-9.4,6.8,-6.3,-13.8,-4.6,14.5,-15.6
SENP1 FRET inh,1.1,0.1,-0.8,1.7,-4.1,-0.4,47.0*,-4.5
hIAP act,0.955,0.998,1.04,1.04,0.942,0.985,0.972,1.03
PfGluPho inh,-2.6,15.6,6.4,46.4,4.0,4.1,2.0,7.3
GRIN3A LBD mod,-0.2,-2.4,2.1,0.1,0.8,-0.5,1.6,-8.7
MPTP block,1.6,2.0,0.3,0.8,-1.6,-2.6,0.2,9.2
ATG4B inh,3.1,-25.6,0.0,-6.9,-16.7,-0.8,-6.3,0.0

41) O=C(Nc1ccc(O)cc1)/C(=C/c1ccco1)NC(=O)c1ccccc1
42) Cc1ccc(-n2c(SCC(N)=O)nc(O)cc2=O)cc1
43) O=C(CN1CCN(Cc2ccccc2)CC1)Nc1ccc(-n2cnnn2)cc1
44) O=C(OCC(=O)c1c[nH]c2ccccc12)c1cccc([N+](=O)[O-])c1
45) O=C(CSc1ncn(-c2ccccc2)n1)Nc1ccc2c(c1)OCCO2
46) CCC(=O)NC(=S)Nc1ccc(NC(=O)c2ccc(C)c([N+](=O)[O-])c2)cc1
47) CCS(=O)(=O)CCSc1nc(C)cc(C)n1
48) CC(=O)NC(CC(=O)OCC(=O)Nc1cc(S(=O)(=O)N2CCCCC2)ccc1C)c1ccccc1 (stereo not given)
assay / entry,41,42,43,44,45,46,47,48
SENP8 block,12.8,5.2,18.7,0.0,13.5,14.0,17.3,1.8
SENP6 inh,-9.3,14.8,-13.8,4.9,-7.1,0.8,-10.6,-0.1
SENP1 FRET inh,-1.2,1.0,5.5,1.2,2.1,-0.3,1.3,1.6
hIAP act,0.934,0.91,0.979,0.991,1.04,1.12,1.02,0.872
PfGluPho inh,1.8,-7.2,-15.7,10.4,8.8,-5.4,4.4,-1.8
GRIN3A LBD mod,-0.9,-2.7,0.9,7.7,0.1,34.5*,-0.2,0.1
MPTP block,0.4,0.7,-1.4,-1.4,-1.5,1.4,-0.5,-1.0
ATG4B inh,0.8,3.6,1.8,21.4,-7.0,-3.9,4.4,-10.9

49) COc1ccc(-c2cc(=O)[nH]c(N3CCN(Cc4ccccc4)CC3)n2)cc1
50) COC(=O)c1sccc1NC(=O)CSCCc1ccccn1
51) O=C1c2ccccc2S(=O)(=O)c2cc(N3CCN(C(=O)c4ccccc4)CC3)ccc21
52) O=S(=O)(c1ccccc1OC(F)(F)F)N1CCN(c2ccnc3cc(Cl)ccc23)CC1
53) C=CCn1c(SCC(=O)c2c(N)n(C)c(=O)n(C)c2=O)nnc1-c1ccoc1C
54) Cc1ccc(NC(=O)N(O)C2CCCCC2C#N)cc1 (stereo not given)
55) COc1ccc(NC(=O)N(C)C[C@H]2OCc3cnnn3CCCC(=O)N([C@@H](C)CO)C[C@H]2C)cc1
56) COc1ccc(C(=O)CC(=O)C(=O)Nc2ccccc2Cl)cc1
57) Cc1ccc(S(=O)(=O)NCCCCCC(=O)Nc2ccccc2C)cc1
58) CC(C)C(=O)Nc1ccc(C(=O)NNC(=O)C(c2ccccc2)c2ccccc2)cc1
assay / entry,49,50,51,52,53,54,55,56,57,58
SENP8 block,-60.6,17.6,nt,-90.4,-6.7,13.5,6.1,-147.8,-3.7,16.7
SENP6 inh,-0.9,-5.0,-9.6,-6.3,-26.5,nt,nt,nt,-2.5,-8.8
SENP1 FRET inh,-1.0,-0.1,nt,2.0,-0.1,0.4,0.7,-4.4,-1.3,0.6
hIAP act,1.07,1.04,0.802,1.01,1.07,nt,nt,nt,1.07,0.912
PfGluPho inh,3.2,20.2,0.4,27.5,2.7,23.8,-8.8,-24.1,-23.8,-11.3
GRIN3A LBD mod,-1.6,-2.6,-1.5,-6.5,0.4,-7.0,nt,-3.6,4.8,-2.5
MPTP block,0.6,0.3,nt,1.2,0.2,3.2,-0.4,1.1,-1.0,-0.7
ATG4B inh,-3.8,25.7,1.6,-13.8,-1.0,-5.7,nt,2.6,-2.5,19.8

# 3 entries from above, arranged by their value in ATG4B inh, rising.
cpd	mol	ATG4B inh
52	O=S(=O)(c1ccccc1OC(F)(F)F)N1CCN(c2ccnc3cc(Cl)ccc23)CC1	-13.8
54	Cc1ccc(NC(=O)N(O)C2CCCCC2C#N)cc1 (stereo not given)	-5.7
50	COC(=O)c1sccc1NC(=O)CSCCc1ccccn1	25.7
